Autophagy mod: autophagy modulation, high-content screen. MEF GFP-LC3 puncta imaging; test concentration mostly 10 µM. calls only at 10 µM (by protocol). 0.98% of 190,000 active. AID 463193;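 active = percentage of spot-positive cells more than 3 SD above its plate mean, without a fluorescence outlier flag or 80% toxicity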;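 note: spot-positive cell cutoff set from DMSO-treated cells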
bCat nuc transl: beta-catenin nuclear translocation modulation. nuclear translocation activity, % at 5 µM. 0.3% of 190,000 active. HeLa beta-catenin nuclear translocation, immunofluorescence imaging. AID 1665;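 active = nuclear translocation activity above 50% at 5 µM, with a well cell count of 50 or more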;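 note: per-cell ratio of nuclear to cytoplasmic median beta-catenin stain intensity; plate controls were DMSO negative control for no effect and GSK-3 inhibitor IX positive control for full effect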
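Signal – beta-catenin immunofluorescence imaging with DAPI · Test system – human HeLa cell line · Dosing – 5 µM primary single dose, 0.1% DMSO, 0.02–20 µM confirmation series · Measure – % activation, nuclear-to-cytoplasmic median beta-catenin signal ratio per cell · Incubation – 24 h compound exposure at 37°C, 5% CO2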
Yfh1-depleted yeast: enhancers of respiration in Yfh1-depleted yeast, dose response, Friedreich's ataxia, plus single-dose screen (AID 1465) | S. cerevisiae Yfh1-off respiration, WST-1 reduction, 72 h; higher fold induction means a stronger effect | fold induction at 50 µM, or EC50 in µM where a hit was titrated | 0.074% of 220,000 active;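 active = fold induction of absorbance versus untreated yeast above a set limit, then at least 30% activation at any dose in follow-up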;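 note: activators that raise dye reduction in frataxin-depleted yeast; strong numbers were not always called active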
MT stabilizer: microtubule stabilizers in HeLa cells | % tubulin-high responders, % at 10 µM | HeLa tubulin immunostaining HCS, 24 h; share of cells brighter than vehicle mean+2SD | 0.83% of 200,000 active;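 active = plate Z-score above 3 for both tubulin-high and condensed-nucleus cell shares, with cell loss under 80%, at 10 µM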;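 note: anti alpha tubulin signal scored within the nucleus-defined area of each cell; some results filed as inactive read as strong as hits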
P. falciparum M17LAP: P. falciparum M17LAP inhibitors, primary screen, biochemical, fluorogenic H-Leu-NHMec substrate, 1536-well (AID 1619). recombinant M17LAP, H-Leu-NHMec fluorogenic kinetic assay; higher % means a stronger effect. one-dose inhibition, % at 30 µM; IC50 in µM for titrated hits. 0.38% of 220,000 active;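 active = compound inhibiting the enzyme by more than half at any dose during confirmatory dose-response retesting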;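 note: plate controls were full reaction with DMSO carrier for no effect and no enzyme background for full effect; strong numbers were not always called active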
M1AAP inhibition: malaria alanyl aminopeptidase activity blockers – biochemical, fluorogenic H-Leu-NHMec substrate, 1536-well (AID 1445) | recombinant M1AAP, H-Leu-NHMec fluorogenic kinetic assay; higher % means a stronger effect | one-dose inhibition, % at 30 µM; IC50 in µM for titrated hits | 0.42% of 220,000 active;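 active = primary inhibition above the hit cutoff, then over 50% inhibition at one or more dose response concentrations, cut at about 23% in these data, passing the limit was not always enough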;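 note: plate controls were DMSO full reaction for no effect and no enzyme background for full effect; strong numbers were not always called active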
WT yeast gro inh: growth inhibition of WT yeast, mitochondrial fusion screen; mitochondrial fusion phenotypic screen, WT strain; inhibition, % at 10 µM; 2.1% of 190,000 active; AID 1362; in the data active = inhibition above about 58%; tested in S. cerevisiae
T cell modulator: T cell immune modulation candidate; 0.068% of 330,000 active; 2C CD8+ T cell-vesicle binding, flow cytometry; hits give low values; calls only at 7 µM;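 active = response, share of CD8 T cells binding vesicles, and their 90th percentile fluorescence all below set limits, cut at about 80% in these data, passing the limit was not always enough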
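Read-out – percent CD8+ FL2 mean versus row control · System – murine 2C transgenic CD8+ T lymphocytes · Times – 1.5 h cell–vesicle binding at 37 °C, then 20 min icy labelling · Control set – naked vesicles low, QL9 vesicles with vehicle high · Detection – cytometric PE anti-B7-1 and Alexa647 anti-CD8 signals after 1% paraformaldehyde fixation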
Dynein transport: dynein cargo transport inhibition | 3617.4 mouse cells, GR-EGFP nuclear translocation imaging; test concentration mostly 20 µM; stimulated with dexamethasone, 1 µM; hits give low values | 0.47% of 220,000 active | z-score, hits read low;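 active = plate z-score of nuclear minus cytoplasmic receptor signal below a set negative limit, without overly bright fluorescence or cell loss, cut at about -3.5 in these data, passing the limit was not always enough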;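 note: z-score of nuclear minus cytoplasmic ring GR-EGFP intensity difference per well; some compounds called inactive have numbers as strong as hits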
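Buffer or medium: tet-free, stripped-serum medium; reagent: dexamethasone at 1.0 µM final, 30 min; incubation: 48 h induction, 1 h compound, 30 min dex at 37 °C; measured by: formaldehyde fixation, Hoechst nuclear stain, 10x automated fluorescence imaging; read-out: nuclear-to-cytoplasmic GR-EGFP distribution per well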
WT yeast gro inh mutant strain: further read-out of WT yeast gro inh, marked with its call; inhibition, %; mitochondrial fusion phenotypic screen, mutant strain inhibition
Dynein transport cytoplasmic EGFP: further read-out of Dynein transport, marked with its call; z-score; measured here: cytoplasmic GR-EGFP intensity; hits give high values
Dynein transport nuclear GR-EGFP: recorded beside Dynein transport, whose call it bears; z-score; measured here: nuclear GR-EGFP intensity;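 lower value marks the stronger effect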
Dynein transport cell count: recorded beside Dynein transport, whose call it bears; z-score; measured here: cell count per field
bCat nuc transl cell count 5 µM: also measured in bCat nuc transl; calls as there; cell count; measured here: cell count, cytotoxicity flag
T cell modulator vesicle-bound %: also measured in T cell modulator; calls as there; double positive events, %; measured here: CD8+ vesicle-bound cell fraction;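 binding gate set so that unloaded-vesicle control wells show 10% double positive cells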
MT stabilizer Hoechst-high %: also measured in MT stabilizer; calls as there; % Hoechst-high responders; measured here: nuclear condensation Hoechst responders;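 share of cells brighter than vehicle mean plus two SD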
MT stabilizer cytotoxicity %: second read-out of MT stabilizer, no call of its own (marks repeat the call); toxicity, %; measured here: cytotoxicity by cell density;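 0% = mean cell density of plate MIN control wells and 100% = no cells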
Autophagy mod cell loss 18 h: recorded beside Autophagy mod, whose call it bears; toxicity, %; measured here: cell loss, nuclei count;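 cell loss after 18 h compound exposure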
Active calls of the source: *; i = inactive; / = not tested or not shown.

SMILES	Autophagy mod	Autophagy mod cell loss 18 h	bCat nuc transl	bCat nuc transl cell count 5 µM	Yfh1-depleted yeast	MT stabilizer	MT stabilizer Hoechst-high %	MT stabilizer cytotoxicity %	P. falciparum M17LAP	M1AAP inhibition	WT yeast gro inh	WT yeast gro inh mutant strain	T cell modulator	T cell modulator vesicle-bound %	Dynein transport	Dynein transport cytoplasmic EGFP	Dynein transport nuclear GR-EGFP	Dynein transport cell count
O=C(CCS(=O)(=O)c1cccc2nonc12)Nc1cccc2c1CCCC2	i	-7	-2.3	1232	i	0.9	1.0	7.4	6%	-2%	2	-3	i	23	-0.043	0.072	-0.057	0.32
CC(=O)c1ccc(OCC(=O)Nc2ccc3c(c2)CCC3)cc1	i	9	0.3	1181	i	2.3	2.7	2.9	-2%	1%	-2	-13	i	32	-0.71	-0.35	-0.71	-0.049
Cc1ccc(C(C)C)c(OCCCN(C)Cc2ccccc2)c1	i	-10	/	/	i	6.5	1.4	7.6	-3%	-3%	43	28	i	34	0.73	-0.24	0.45	0.2
CCOc1ccc(/C=C/C(O)=C2/C(=O)N(C)C3(C)CC2c2ccccc2O3)cc1OC (stereo unspecified)	i	8	44	345	i	15*	37*	27*	6%	7%	26	3	i	11	-2.9	0.73	-0.9	-0.99
O=[N+]([O-])c1cccc(-c2ccc(/C=N/NC(=S)Nc3cccc(F)c3)o2)c1	/	/	-1.6	1314	i	/	/	/	7%	8%	/	/	i	31	-0.85	-0.26	-0.069	0.74
CCOc1ccc(N2CC(C(=O)NCCN3C(=O)S/C(=C\c4ccc(OC)c(OC)c4)C3=O)CC2=O)cc1 (stereo unspecified)	i	15	-4.0	582	i	2.8	3.3	9.7	1%	-1%	-5	13	i	60	0.16	-0.23	0.12	0.34
O=C(COc1cccnc1[N+](=O)[O-])NC1CCS(=O)(=O)C1 (stereo unspecified)	i	-1	-1.4	1014	i	3.7	3.5	5.5	-2%	0%	-13	0	i	47	-0.25	-0.29	-0.38	0.023
CCCCOc1ccc(C(=O)N/C(=C/C=C/c2ccccc2)C(=O)N2CCOCC2)cc1	i	-7	-0.9	989	i	4.0	1.9	11	-18%	16%	24	4	i	32	0.089	-0.18	0.21	-0.18
Cc1cc(=O)oc2ccc(OC(=O)CN3C(=O)c4cccc([N+](=O)[O-])c4C3=O)cc12	i	-10	-0.9	986	i	3.4	2.3	4.9	-8%	6%	-10	-13	i	7	0.013	-0.19	-0.31	-0.083
O=C(NNC1=NCCC1)c1cccc(S(=O)(=O)N2CCOCC2)c1	i	3	-1.0	1051	i	1.9	4.0	1.4	-11%	0%	-32	-15	i	55	-0.92	-0.23	-0.64	0.71
COc1ccc(-c2[nH]ncc2/C=N/NC(=O)c2ccc(Br)cc2)c(OC)c1	i	4	-1.6	1137	i	3.0	2.8	8.6	0%	-2%	1	3	i	53	0.31	-0.22	0.45	-0.5
CCCCN(CC)S(=O)(=O)N1CCC(C(=O)NCCCN2CCOCC2)CC1	i	4	-1.4	1263	/	3.7	2.5	12	6%	5%	-12	-59	i	35	0.36	-0.44	0.16	-1.4
CC(C)C(NC(=O)OCc1ccccc1)C(=O)O (stereo unspecified)	i	9	1.1	1294	i	2.6	1.0	2.5	13%	0%	14	-11	i	28	-0.3	-0.088	-0.31	-0.36
CCC(=O)OCc1c(C(F)(F)F)nn(C)c1Sc1ccc(Cl)cc1	i	1	-0.8	1313	i	1.1	1.7	9.5	1%	2%	41	-23	i	19	-0.21	-0.14	-0.42	0.57
CC1=CCCC(C)(C)C1/C=C/C(C)=N/NC(=O)c1ccncc1 (stereo unspecified)	i	-7	0.4	1038	i	4.6	4.1	5.4	-4%	-15%	17	11	i	53	-1.2	-0.32	-0.098	0.37
COc1ccc(CCNC(=O)Cn2c(-c3nonc3N)nc3ccccc32)cc1OC	i	13	-2.7	943	/	2.7	1.2	4.3	-3%	4%	6	8	i	21	0.024	0.3	0.56	-0.99
CCN(CC(=O)Nc1cccc(S(N)(=O)=O)c1)Cc1nc2ccccc2c(=O)[nH]1	/	/	1.5	1318	i	/	/	/	3%	18%	/	/	i	31	-0.83	-0.14	0.29	-0.73
O=C(Cc1c(F)cccc1Cl)Nc1cc(S(=O)(=O)N2CCCCC2)ccc1N1CCOCC1	/	/	0.1	1259	i	/	/	/	10%	0%	/	/	i	57	1.3	-0.24	0.69	-0.54
O=C(O)/C=C/C(=O)Nc1ccc(Oc2ccccc2)cc1	/	/	-1.3	1332	i	/	/	/	0%	2%	/	/	i	34	-0.37	-0.29	-0.097	0.86
COc1ccc(NC2=CC(c3ccc(F)cc3)N(c3ccc(OC)cc3)C2=O)cc1 (stereo unspecified)	i	1	-0.3	990	i	1.9	2.1	4.4	6%	0%	8	-17	i	8	-0.077	-0.27	-0.0045	-0.25
O=C(C1=NN[C@@H]2C(=O)N(c3cccc(C(F)(F)F)c3)C(=O)[C@H]12)c1cnccn1	/	/	2.3	1259	i	/	/	/	17%	7%	/	/	i	29	-0.41	-0.18	-0.12	0.64
O=C(/C=C/c1ccccc1)NC(=S)NNC(=O)c1cccnc1	i	-26	/	/	i	2.1	1.9	5.6	43%	21%	-3	-14	i	58	0.33	-0.13	-0.51	-0.21
CCC(=O)Nc1nnc(-c2ccccn2)o1	i	-1	-2.9	1166	i	3.2	3.0	10.0	-3%	3%	-9	-5	i	43	-0.88	-0.14	-0.6	-0.34
COc1ccc(-c2csc3ncnc(Cl)c23)cc1	i	-11	-0.2	946	i	3.0	1.3	5.1	-5%	0%	-11	-10	i	7	-4.1*	0.89*	-1.8*	0.4*

At a glance, some entries already given:
SMILES	Autophagy mod	Autophagy mod cell loss 18 h	bCat nuc transl	bCat nuc transl cell count 5 µM	Yfh1-depleted yeast	MT stabilizer	MT stabilizer Hoechst-high %	MT stabilizer cytotoxicity %	P. falciparum M17LAP	M1AAP inhibition	WT yeast gro inh	WT yeast gro inh mutant strain	T cell modulator	T cell modulator vesicle-bound %	Dynein transport	Dynein transport cytoplasmic EGFP	Dynein transport nuclear GR-EGFP	Dynein transport cell count
CC(C)C(NC(=O)OCc1ccccc1)C(=O)O (stereo unspecified)	i	9	1.1	1294	i	2.6	1.0	2.5	13%	0%	14	-11	i	28	-0.3	-0.088	-0.31	-0.36
CCC(=O)OCc1c(C(F)(F)F)nn(C)c1Sc1ccc(Cl)cc1	i	1	-0.8	1313	i	1.1	1.7	9.5	1%	2%	41	-23	i	19	-0.21	-0.14	-0.42	0.57
CC1=CCCC(C)(C)C1/C=C/C(C)=N/NC(=O)c1ccncc1 (stereo unspecified)	i	-7	0.4	1038	i	4.6	4.1	5.4	-4%	-15%	17	11	i	53	-1.2	-0.32	-0.098	0.37
COc1ccc(CCNC(=O)Cn2c(-c3nonc3N)nc3ccccc32)cc1OC	i	13	-2.7	943	/	2.7	1.2	4.3	-3%	4%	6	8	i	21	0.024	0.3	0.56	-0.99
CCN(CC(=O)Nc1cccc(S(N)(=O)=O)c1)Cc1nc2ccccc2c(=O)[nH]1	/	/	1.5	1318	i	/	/	/	3%	18%	/	/	i	31	-0.83	-0.14	0.29	-0.73

More results.
SMILES	Autophagy mod	Autophagy mod cell loss 18 h	bCat nuc transl	bCat nuc transl cell count 5 µM	Yfh1-depleted yeast	MT stabilizer	MT stabilizer Hoechst-high %	MT stabilizer cytotoxicity %	P. falciparum M17LAP	M1AAP inhibition	WT yeast gro inh	WT yeast gro inh mutant strain	T cell modulator	T cell modulator vesicle-bound %	Dynein transport	Dynein transport cytoplasmic EGFP	Dynein transport nuclear GR-EGFP	Dynein transport cell count
Cc1cc(Cl)ccc1OC(C)C(=O)NCCCCc1ccccc1 (stereo unspecified)	i	-5	-0.7	1202	i	1.5	1.7	6.0	9%	11%	5	10	i	29	-0.75	-0.21	-0.28	-0.091
Cc1ccc(-c2c(C#N)c(N)nc3c2CCCCC3)o1	i	-8	-0.7	1167	i	5.2	2.9	0.5	-6%	14%	3	-6	i	61	0.12	-0.2	0.37	0.1
Cc1nn(-c2ccccc2)c(Cl)c1/C=C(\CC(=O)O)c1nc2ccccc2s1	i	-7	-0.6	1162	i	1.7	1.3	6.1	8%	11%	-4	-10	i	59	1.8	-0.14	1.5	-1.7
Cn1c(-c2ccc(Br)o2)nc2ccccc21	i	6	-1.9	1122	i	2.8	1.4	2.9	2%	-1%	37	39	i	54	0.0062	-0.21	-0.19	0.44
O=C(Cc1ccc(Cl)cc1)c1c[nH]c(C(=O)NCCCN2CCOCC2)c1	i	19	0.5	1075	i	2.1	1.9	7.7	-4%	2%	-20	7	i	32	-0.53	-0.33	0.086	0.38
O=c1cc(-c2ccccc2)oc2cc(OCc3ccccc3)cc(O)c12	i	25	0.6	1535	i	2.8	2.9	0.9	4%	2%	1	5	i	36	1.1	-0.085	0.77	-0.5
CC(C)n1c(O)c(N=NC(=O)CNC(=O)CCc2ccccc2)c2ccccc21	/	/	-0.3	1396	i	/	/	/	-4%	4%	/	/	i	40	0.35	-0.28	0.037	0.62
